Bioassay records as filed in PubChem BioAssay.
Cav32 inh: Cav3.2 calcium influx blockers – cell-based, Fluo-4 calcium fluorescence, FDSS, MLSMR library, primary screen. Voltage-dependent T-type calcium channel subunit alpha-1H (Homo sapiens), O95180. Cav3.2-expressing cells; stronger effect = lower value. 4% of 100,000 active. AID 449739, 2010. B-score at 10 µM;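 active means single-dose well whose peak fluorescence ratio is a statistical outlier from its plate by either plate-standardised score or position-corrected B-score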
Starred values were filed as active, the others as inactive. Not all compounds are listed; rates above refer to the full screens.

`Cn1c(=O)c2c(nc(SC3C(=O)CC(C)(C)CC3=O)n2C)n(C)c1=O` gave Cav32 inh 0.59.
Screening COCCn1nnnc1C(c1ccc(OC)cc1OC)N1CCN(c2ccccc2F)CC1 (configuration not stated) returned Cav32 inh -0.12.
Screening COc1ccc(OC)c(NC(=O)C2CCC(CNc3c(N4CCC(C)CC4)c(=O)c3=O)CC2)c1 (configuration not stated) returned Cav32 inh -0.89.
For COc1cccc(C(=O)n2c(SC)nc3cc4c(cc32)OCCO4)c1 the results were Cav32 inh -0.55.
COc1c(Cl)cc(-c2noc(C)c2C(=O)NCc2ccccc2)cc1Cl was read as Cav32 inh -2.5.
`FC(F)(F)c1nc(-c2cccnc2)ncc1-c1nnnn1-c1ccccc1` gave Cav32 inh 0.025.
`CCc1nnc(SCC(=O)N2CCCc3ccccc32)nc1CC` gave Cav32 inh -0.16.
`c1coc(Cn2nnnc2CN2CCN(C3CCCCC3)CC2)c1` gave Cav32 inh 0.0047.
Screening CCCCN(CC)S(=O)(=O)c1ccc(C(=O)Nc2nnc(-c3ccccc3Cl)o2)cc1 returned Cav32 inh -3.
For Cc1[nH]nc2c1C(Cc1ccccc1)C(C#N)=C(N)O2 (configuration not stated) the results were Cav32 inh 0.9.

4 structures already listed, arranged by molar mass, highest first.
Screening COc1ccc(OC)c(NC(=O)C2CCC(CNc3c(N4CCC(C)CC4)c(=O)c3=O)CC2)c1 (configuration not stated) returned Cav32 inh -0.89.
Screening CCCCN(CC)S(=O)(=O)c1ccc(C(=O)Nc2nnc(-c3ccccc3Cl)o2)cc1 returned Cav32 inh -3.
COc1c(Cl)cc(-c2noc(C)c2C(=O)NCc2ccccc2)cc1Cl was read as Cav32 inh -2.5.
For Cc1[nH]nc2c1C(Cc1ccccc1)C(C#N)=C(N)O2 (configuration not stated) the results were Cav32 inh 0.9.

Continued.
Screening CN(C)CCCNCC(=O)Nc1ccccc1N1CCOCC1 returned Cav32 inh 0.15.
CCOc1ccc(CN2CCC(=O)NC2=O)cc1 was read as Cav32 inh 0.42.
For CC1CCN(C(=O)N2c3ccccc3Sc3ccccc32)CC1 the results were Cav32 inh 0.11.
`CC(Sc1nc2ccccc2o1)C(=O)O` (configuration not stated) gave Cav32 inh -0.44.
COC(=O)C1=C(C)Nc2nnnn2C1c1ccco1 (configuration not stated) was read as Cav32 inh 0.59.
Screening NC(=O)c1ccc(NC(=O)C2CCCO2)cc1 (configuration not stated) returned Cav32 inh 0.24.
`COC(=O)c1cc(NC(=O)C2COc3ccccc3O2)ccc1Cl` (configuration not stated) gave Cav32 inh -2.2.
`O=C(NC1(C(=O)NC2CCCCC2)CCCCC1)c1ccccn1` gave Cav32 inh 0.31.
Screening O=C(CSc1nnc(CNc2ccc(F)cc2)n1Cc1ccccc1)N1CCOCC1 returned Cav32 inh 0.021.
`CCN(CC)C(=O)c1c(C)nc2ccccn12` gave Cav32 inh 1.1.
O=C(Nc1ccc(N2CCOCC2)c2nonc12)C1CCCC1 was read as Cav32 inh 0.25.
COc1ccc(N(C(=O)C2CCCCC2)C2C=CS(=O)(=O)C2)c(OC)c1 (configuration not stated) was read as Cav32 inh -0.48.
For COc1cc2c3c(c1)/C(=C1/SC(NC(C)=O)=NC1=O)C(=O)N3C(C)(C)C=C2C the results were Cav32 inh -1.7.
Cc1ccccc1N1C(N)=NC(N)=NC1(C)C was read as Cav32 inh 0.028.
Screening CCn1c(O)c(C2=NCCCC2)c2ccccc21 returned Cav32 inh 0.52.
Screening Cc1ccc(-n2ncc3c(=O)n(CC(=O)NCc4ccco4)cnc32)cc1C returned Cav32 inh -0.016.
`COc1cc2c(cc1NC(=O)CSc1nnnn1-c1ccccc1)oc1ccccc12` gave Cav32 inh -0.0056.
CCCCN(CCCC)CC(O)CN1C(=O)NC(C)(C)C1=O (configuration not stated) was read as Cav32 inh 0.011.
`COc1ccc(/C(N)=N/OC(=O)c2cccc([N+](=O)[O-])c2)cc1` gave Cav32 inh -0.034.
COc1ccc(OC)c(-c2cc(C(=O)Nc3cccc(Cl)c3)no2)c1 was read as Cav32 inh -0.71.
`Cc1cc(NC(=O)C2C3C=CC(C3)C2C(=O)O)no1` (configuration not stated) gave Cav32 inh 0.98.
For CC1=C(C(=O)OCc2ccccc2)C(c2ccc(Cl)cc2Cl)NC(=O)N1CCCCCC(=O)O (configuration not stated) the results were Cav32 inh -0.11.
For CCCC(C(=O)NC1CCCC1)N(C(=O)Cn1nnc(-c2ccc(C)o2)n1)c1ccccc1OC (configuration not stated) the results were Cav32 inh -1.7.
`N#Cc1ccc(-c2ccc(OCC(O)Cn3nnc4ccccc43)cc2)cc1` (configuration not stated) gave Cav32 inh 1.1.
`Clc1ccccc1-c1nnc2sc(-c3ccncc3)nn12` gave Cav32 inh 0.11.
For COc1cccc(C(=O)N=c2sc3c(C)ccc(OC)c3n2C)c1 the results were Cav32 inh 0.2.
`Cc1ccc(N2C(=O)N(CC(=O)NCc3ccc(Cl)cc3)C(=O)C2C)cc1` (configuration not stated) gave Cav32 inh -5.2*.
For CCCc1nc2c(nnn2Cc2ccccc2)c(=O)[nH]1 the results were Cav32 inh 0.64.
`O=C(NC(NC(=S)Nc1ccccc1C(=O)O)C(Cl)(Cl)Cl)c1cccc([N+](=O)[O-])c1` (configuration not stated) gave Cav32 inh -1.1.
CCC(CC)NC(=O)CCc1nc2ccccc2c(=O)[nH]1 was read as Cav32 inh -0.16.
Screening COc1cccc(C(=O)Nc2ccc(NC(=O)C(C)(C)C)cn2)c1 returned Cav32 inh 0.67.
O=C(NCCOC12CC3CC(CC(C3)C1)C2)c1cccc(Br)c1 was read as Cav32 inh -2.
`CC(C)C(=O)Nc1ccc(NC(=S)NC(=O)c2ccc([N+](=O)[O-])cc2)cc1` gave Cav32 inh -0.44.
`C=CCn1c(SCC(=O)c2ccc(NS(=O)(=O)c3ccccc3)cc2)nnc1-c1cccs1` gave Cav32 inh -0.36.
`Cc1[nH]c2ccccc2c1C(=O)Cn1c(=O)oc2ccccc21` gave Cav32 inh 0.033.
Screening CCOC(=O)C(C(=O)N1CCOCC1)C1CCCCC1 (configuration not stated) returned Cav32 inh 0.4.
For CCOC(=O)CN(C(=O)CSc1nnc2c(n1)[nH]c1ccc(F)cc12)c1ccccc1 the results were Cav32 inh -4.3*.
`COc1cc2nc(C)sc2cc1SC` gave Cav32 inh -0.59.
O=C(COc1ccc2ccccc2c1Br)Nc1ncn[nH]1 was read as Cav32 inh 0.21.
Screening O=C(Nc1ccc(Cl)cn1)c1ccc(COCC(F)(F)C(F)F)o1 returned Cav32 inh -0.6.
C=CCN1C(=O)C2(C(C#N)=C(N)Oc3n[nH]c(CCC)c32)c2ccccc21 (configuration not stated) was read as Cav32 inh -0.21.
Cc1cccc(Nc2ccccc2C(=O)OCC(=O)N(C)C2CCS(=O)(=O)C2)c1C (configuration not stated) was read as Cav32 inh -3.4*.
Screening CC(=O)Nc1ccc(Sc2ncccc2C(=O)Nc2cc(Cl)cc(Cl)c2)cn1 returned Cav32 inh 2.3.
Screening CCc1ccc2nc3sc(C(=O)Nc4nnc(CC)s4)c(N)c3cc2c1 returned Cav32 inh -2.5.
CC(C)c1ccccc1OCCNS(C)(=O)=O was read as Cav32 inh -0.15.
O=C(OCCN1C(=O)c2ccccc2C1=O)C1CCN(S(=O)(=O)c2cccs2)CC1 was read as Cav32 inh 0.13.
O=C(CCc1nc(-c2ccccc2)no1)NC1CCCCC1 was read as Cav32 inh 0.7.
Screening O=C(NCCc1ccccc1)C(=O)N/N=C/c1ccc2c(c1)OCO2 returned Cav32 inh -0.27.
For COc1cc(C2Nc3cccc4cccc(c34)N2)ccc1OC(C)=O the results were Cav32 inh -0.81.
For CCn1c(SCC(=O)NC)nnc1C(C)C the results were Cav32 inh -1.1.
CC(=O)Nc1ccc2nc(N)sc2c1 was read as Cav32 inh 0.6.
`CC/C(=N\NC(=O)CSCc1ccccc1Br)c1ccc2c(c1)OCCO2` gave Cav32 inh 1.5.
CCOc1cc(C2C(C#N)=C(N)Oc3n[nH]c(C)c32)ccc1OCCN1CCOCC1 (configuration not stated) was read as Cav32 inh -0.39.
For C[C@H](NC(=O)c1nc[nH]c1C(=O)N[C@@H](Cc1ccccc1)C(=O)OC(C)(C)C)C(=O)OC(C)(C)C the results were Cav32 inh -2.
For O=C(CN(C(=O)CSc1nnc(COc2ccccc2)o1)c1ccc(F)cc1)NC1CCCCC1 the results were Cav32 inh -2.
Screening CCN(CC)C(=O)CN1C(=O)COCC1=O returned Cav32 inh 0.75.
For Cc1ccc(OCC(=O)Nc2ccc(S(=O)(=O)N3CCN(C)CC3)cc2)cc1 the results were Cav32 inh 0.1.
For C/C(=N/Oc1nc(C)cc(C)n1)c1ccc(Cl)cc1Cl the results were Cav32 inh 0.42.
CCOC(=O)Nc1ccc2c(c1)N(C(=O)CCN(C)C)c1ccccc1S2 was read as Cav32 inh 1.5.
Screening O=C(CCN1CCN(c2ccccn2)CC1)Nc1ccc(F)cc1 returned Cav32 inh 2.

Six compounds drawn at random from those above:
For Cc1ccc(OCC(=O)Nc2ccc(S(=O)(=O)N3CCN(C)CC3)cc2)cc1 the results were Cav32 inh 0.1.
Screening O=C(CCN1CCN(c2ccccn2)CC1)Nc1ccc(F)cc1 returned Cav32 inh 2.
CCOc1cc(C2C(C#N)=C(N)Oc3n[nH]c(C)c32)ccc1OCCN1CCOCC1 (configuration not stated) was read as Cav32 inh -0.39.
For O=C(CN(C(=O)CSc1nnc(COc2ccccc2)o1)c1ccc(F)cc1)NC1CCCCC1 the results were Cav32 inh -2.
CC(=O)Nc1ccc2nc(N)sc2c1 was read as Cav32 inh 0.6.
Screening CCN(CC)C(=O)CN1C(=O)COCC1=O returned Cav32 inh 0.75.

Further records
Screening Cc1ccc(-c2nnc(-c3ccc(NC(=O)Cc4cccs4)cc3)o2)cc1 returned Cav32 inh 0.77.
Screening O=C(NCc1ccc(Cl)cc1)C1C2C=CC3(CN(Cc4cccnc4)C(=O)C13)O2 (configuration not stated) returned Cav32 inh 0.2.
Cc1nn(-c2cc(C)c3ccccc3n2)c2c1CCC2 was read as Cav32 inh 0.011.
Screening CC1CCN(c2cc(C#N)c(C#N)cc2[N+](=O)[O-])CC1 returned Cav32 inh -0.026.
For NC(=O)c1ccsc1NC(=O)COC(=O)c1ccccc1NCc1ccco1 the results were Cav32 inh -1.1.
`CCC(C(=O)N1CC2(C)CC1CC(C)(C)C2)N1C(=O)c2ccccc2C1=O` (configuration not stated) gave Cav32 inh -2.2.
Screening Cc1c(Cc2ccc3c(c2)OCO3)sc(NC(=O)c2cccc3ccccc23)c1C(N)=O returned Cav32 inh 0.024.
Screening Cn1nccc1C(=O)N1CCc2ccccc21 returned Cav32 inh -0.48.
Screening COC(=O)c1cccc(NS(=O)(=O)c2cccs2)c1C returned Cav32 inh 0.89.
For CCn1c(SCC(=O)Nc2cccc(F)c2)nnc1-c1cc2cc(Br)ccc2o1 the results were Cav32 inh -0.032.
`Cc1nn(Cc2ccc(C(=O)NC(C)(C)C)o2)c(C)c1Br` gave Cav32 inh 0.73.
For CC(C)(C)n1ncc2c(=O)n(CC(=O)N3CCN(c4ccccc4)CC3)cnc21 the results were Cav32 inh -0.41.
Screening N#Cc1nc(COc2ccccc2Cl)oc1NCc1ccco1 returned Cav32 inh -1.5.
`COc1cccc(-c2nn(-c3ccccc3)cc2C(=O)Nc2nccs2)c1` gave Cav32 inh -5.2*.
Screening CC1CN(S(=O)(=O)c2cccc(C(=O)NCCCn3ccnc3)c2)CC(C)O1 (configuration not stated) returned Cav32 inh 0.56.
O=C1C2C(c3ccccc3)CC=CC2[C@H](c2cccc([N+](=O)[O-])c2)N1Cc1ccccc1 (some centres not stated) was read as Cav32 inh -1.2.
`Cn1cnnc1SCC(=O)c1ccc2c(c1)OCCO2` gave Cav32 inh 0.31.
`COC(=O)CCP(=O)(O)Cc1ccccc1CP(=O)(O)CCC(=O)OC` gave Cav32 inh -1.5.
O=C(Nc1ccc(S(=O)(=O)N2CCCC2)cc1)C1COc2ccccc2O1 (configuration not stated) was read as Cav32 inh -1.2.
COc1ccccc1C(=O)Nc1c2c(nn1-c1cccc(C)c1C)CS(=O)(=O)C2 was read as Cav32 inh -0.64.
COc1ccc(-c2cccc(C(=O)Nc3ccc(C)cc3)c2)cc1 was read as Cav32 inh -0.51.
Screening CC(C)NS(=O)(=O)c1ccc2c(c1)oc(=O)n2C returned Cav32 inh -0.38.
For CCC(=NC(CC)CO)C1=C(O)CC(C)(C)CC1=O (configuration not stated) the results were Cav32 inh 0.0017.
Screening Cn1cccc1/C=N/n1cnnc1 returned Cav32 inh 0.8.
Cc1cc(C(=O)N2CCN(c3ncccn3)CC2)c(C)o1 was read as Cav32 inh 0.6.
Cc1nn(Cc2ccc(Cl)cc2)c(C)c1NC(=O)Cn1nc([N+](=O)[O-])c(Cl)c1C was read as Cav32 inh -0.38.
Cc1ccc(NC(=O)N2CCCN(Cc3ccc(F)cc3)C2)cc1C was read as Cav32 inh 0.16.
For Clc1ccc(SCc2cc(-c3ccccc3)no2)cc1 the results were Cav32 inh 0.18.
For COc1ccccc1CNc1ccc(C(=O)O)cc1 the results were Cav32 inh -0.0017.
